14-3-3 PPI – modulators of human 14-3-3 gamma - Raf peptide interaction; P61981; FP, 14-3-3gamma / TMR-pS259-Raf peptide binding; inhibition, % at 40 µM; actives 0.19% (n = 160,000); AID 422; in the data active means inhibition above about 30%;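 further: 0% = protein plus tracer without compound and 100% = blank with tracer alone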
Target sequence (P61981 whole entry, looked up): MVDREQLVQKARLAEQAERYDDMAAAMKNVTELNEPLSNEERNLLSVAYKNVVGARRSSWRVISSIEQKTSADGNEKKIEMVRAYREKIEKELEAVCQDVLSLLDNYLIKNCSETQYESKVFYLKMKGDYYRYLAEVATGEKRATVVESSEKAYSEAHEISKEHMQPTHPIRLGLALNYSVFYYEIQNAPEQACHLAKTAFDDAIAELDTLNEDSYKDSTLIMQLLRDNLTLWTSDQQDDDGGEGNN
Numbers without * were called inactive; & = joins results of further samples. A portion of the library; the hit share may differ from the screen's.

SMILES | 14-3-3 PPI
O=C(CSc1oc(-c2ccco2)nc1S(=O)(=O)c1ccc(Br)cc1)c1ccccc1 | -35
COc1ccc(NC(=O)CN2CCCN(S(=O)(=O)c3ccc(F)cc3)CC2)cc1OC | -8
N#CCCN1CCN(Cn2c3ccccc3c3ccccc32)CC1 | -5
COc1ccc(NC(=O)C2CCC(Cn3c(=S)[nH]c4ccccc4c3=O)CC2)cc1OC (centres undefined) | -16
O=C(C1CC1)N1CCc2cc(S(=O)(=O)Nc3cccc(C(F)(F)F)c3)ccc21 | -6
Cc1[nH]c(=O)c(C#N)c(C)c1Br | -7
COc1cc(C2Nc3ccccc3-c3nnc(SCc4ccccc4)nc3O2)cc(OC)c1O (centres undefined) | -14
CC1=C(C(=O)OC(C)C)C(c2ccco2)C2=C(CCCC2=O)N1 (centres undefined) | 12
Cc1nn(-c2ccccc2)c2sc(C(=O)Nc3ccc(C)c4ncccc34)cc12 | -10
O=C(O)c1cc(C(=O)O)cc(N2C(=O)C3C4C=CC(C4)C3C2=O)c1 (centres undefined) | -3
O=S(=O)(c1cccc2nsnc12)N1CCN(C(c2ccccc2)c2ccccc2)CC1 | -1
COc1cc(C)c(S(=O)(=O)NCc2ccc3c(c2)OCO3)cc1C | 2
Cc1ccc2cc(-c3cccnc3)[nH]c2c1 | -2
CCn1cc(C(=O)OCC(=O)Nc2ccc(S(=O)(=O)N3CCCC3)cc2)c(=O)c2ccc(C)nc21 | -2
Cc1cc(C(=O)Nc2ccc(I)cc2C(=O)O)ccc1[N+](=O)[O-] | -14
CCc1c(C)sc(NC(=O)CCCn2nc(C)c([N+](=O)[O-])c2C)c1C#N | -13
Cn1c(CSc2nnc(SCc3ccccc3)s2)nc2ccccc21 | -1&-2
Brc1ccc(N=Cc2ccc3ccccc3c2)cc1 | -1
CCCN(CCC)CCNC(=O)c1cc2c(C)nc3ccccc3c2o1 | 3
COc1cccc(NC(=O)c2nnn(Cc3ccc(Br)cc3F)c2N)c1 | 2
O=C1c2ccccc2C(=O)N1CCCC(=O)N1CCCc2ccccc21 | -2
Cc1ccc(-n2nc3ccc(NC(=O)c4ccc([N+](=O)[O-])cc4Cl)cc3n2)cc1Cl | -7
CCCCNC(=O)CSc1nc2cc3c(cc2c(=O)n1CCCN(CC)CC)OCO3 | 3
CCN1CN(Cc2ccco2)CNC1=S | 1
CCN1/C(=C/C(=O)c2ccco2)Sc2ccccc21 | -23
COc1ccc(C(C=C2N(C)c3ccccc3C2(C)C)C[N+](=O)[O-])cc1 (centres undefined) | -80
CCS(=O)(=O)N1Cc2ccccc2CC1C(=O)N1CCN(c2cccc(C)c2C)CC1 (centres undefined) | -5
Cc1nc2nc(CC(=O)NCc3ccc4c(c3)OCO4)nn2c(C)c1Cc1cccc(Cl)c1 | -14
CCOc1cccc(C2CC(c3cccc(OC)c3)=NC(c3ccc(F)cc3)N2)c1O (centres undefined) | 9
O=C(Nc1ccc(N2CCN(C(=O)c3ccco3)CC2)c(Cl)c1)c1cc2ccccc2o1 | 5
CCCCCNC(=O)c1c(-c2ccccc2)noc1C | 0
CC1=C(C(=O)OC2CCCC2)C2(O)C(=O)c3ccccc3C2(O)N1 (centres undefined) | -19
COC(=O)C1=CN(C(C)C)C=C(C(=O)OC)C1c1cc(OC)ccc1OC | 13
O=C(Nc1ccc2c(c1)OCO2)c1ccccc1SCC(=O)N1CCCC1 | 3
Cn1c(=O)[nH]c(=O)c2c1nc(NCc1ccccc1)n2Cc1ccccc1 | 17
Cc1nc2c(c(N3CCOCC3)n1)OCC(=O)N2 | 0

Three compounds from above, ordered by their value in 14-3-3 PPI, low to high.
mol | 14-3-3 PPI
CC1=C(C(=O)OC2CCCC2)C2(O)C(=O)c3ccccc3C2(O)N1 (centres undefined) | -19
Cc1nc2nc(CC(=O)NCc3ccc4c(c3)OCO4)nn2c(C)c1Cc1cccc(Cl)c1 | -14
Cc1nc2c(c(N3CCOCC3)n1)OCC(=O)N2 | 0

Remaining list, next part:
SMILES | 14-3-3 PPI
COC(=O)CN1C(=O)C2(C(C#N)=C(N)Oc3cc(C)oc(=O)c32)c2ccccc21 (centres undefined) | -7
CC1N=C2c3ccccc3N=C(SCc3cccc(Cl)c3)N2C1=O (centres undefined) | -11
COc1ccc(Cl)cc1NC(=O)CN(C(=O)c1ccco1)C1CCCCC1 | -3
CC(=O)C1C(c2ccc(F)cc2)c2c(noc2C)CC1(C)O (centres undefined) | 2
Cc1ccc(-n2ncnc2-c2ccccc2Cl)cc1Cl | -12
CCSc1nnc2n(-c3ccccc3OC)c(=O)c3c4c(sc3n12)CCC4 | 3
O=C1NC(=S)C(Nc2ccccc2)S1 (centres undefined) | -4
Cc1cc(NC(=O)CN2CCN(Cc3ccccc3)CC2)nc2c1c(=O)oc1ccccc12 | -13
COCCCNC(=O)c1ccccc1Oc1ccccc1 | -4
Cc1cccc(NC(=O)CCN2C(=O)c3ccccc3C2=O)n1 | 9
O=C(NC1(C(F)(F)F)N=C2SCCN2C1=O)c1ccco1 (centres undefined) | -14
CC(C)Sc1nc2ccc(NC(=O)c3ccccc3C(=O)O)cc2s1 | -16

For convenience, part of the list above.
SMILES | 14-3-3 PPI
COC(=O)CN1C(=O)C2(C(C#N)=C(N)Oc3cc(C)oc(=O)c32)c2ccccc21 (centres undefined) | -7
CC1N=C2c3ccccc3N=C(SCc3cccc(Cl)c3)N2C1=O (centres undefined) | -11
COc1ccc(Cl)cc1NC(=O)CN(C(=O)c1ccco1)C1CCCCC1 | -3
CC(=O)C1C(c2ccc(F)cc2)c2c(noc2C)CC1(C)O (centres undefined) | 2

New compounds follow
SMILES | 14-3-3 PPI
CCN(CCCNC(=O)C1CCN(S(=O)(=O)N2CCOCC2)CC1)c1cccc(C)c1 | 0
Cn1c(C(=O)NCc2cccnc2)cc2sccc21 | 5
CC1CN(C(=O)CCn2c(=O)oc3ccccc32)CC(C)O1 (centres undefined) | -3
CCCCN(CCCNC(=O)C1CCN(S(=O)(=O)N2CCOCC2)CC1)c1ccccc1 | 13
COc1cccc(-n2c(=O)c3c(C)c(C(=O)N(C)C)sc3n(Cc3cccc(C)c3)c2=O)c1 | 2
CN(CCOC(=O)C1c2ccccc2Oc2ccccc21)Cc1ccccc1 | 7
COc1cccc2cc(C(=O)NC(C)=O)c(=Nc3ccccc3C)oc12 | -1
COCCOC(=O)c1[nH]c2c(c1C)C(=O)CC(c1cccs1)C2 (centres undefined) | -7
COc1ccc(N2CCN(c3cc(C)c4ccc(O)cc4n3)CC2)cc1 | 9
O=c1c2c(nc3n1CCCS3)-c1ccccc1CC21CCCC1 | -1
CC(C)Sc1ncnc2c1c(-c1ccccc1)cn2-c1cccc(F)c1 | 6
Cc1nc2nc(SCC(=O)NCc3ccccc3Cl)nn2c(C)c1Cc1ccccc1Cl | -11
CCS(=O)(=O)N1CCCC(c2nc(-c3cccc(OC)c3)no2)C1 (centres undefined) | -1
NCCCCCCNC(=O)c1c(O)c2c([nH]c1=O)CCCC2 | -10
O=C(CSc1n[nH]c(-c2ccccc2)n1)NC(=O)NCc1ccco1 | -8
CCC(=O)Nc1ccc(N2CCOCC2)cc1 | 4
CCOc1cc(C(=O)Nc2ccccc2N2CCN(S(C)(=O)=O)CC2)cc(OCC)c1OCC | 0
O=S(=O)(NC1CCCC1)c1ccc(Br)s1 | -6
COc1cc2c(cc1OC)C(C(=O)N(C)c1ccc(C(C)C)cc1)C(c1cccs1)N(C)C2=O (centres undefined) | -1
COc1cc(NC(=O)c2cccc([N+](=O)[O-])c2C)c(OC)cc1Cl | -8
O=C(COc1cccc(-n2cnnn2)c1)NCCC1=CCCCC1 | 1
CN(Cc1ccccc1)C(=O)c1cc2n(n1)C(C(F)(F)F)CC(c1ccc(Cl)cc1)N2 (centres undefined) | -2
CC1=CCC(C(C)(C)OC(=O)c2ccc([N+](=O)[O-])cc2)CC1 (centres undefined) | -7
O=S(=O)(c1ccc(Br)s1)N1CCN(c2ccccn2)CC1 | -1
CCN(CC)C(=O)N1c2ccccc2CC(N(CC)CC)c2ccccc21 (centres undefined) | -6
Cc1cc(Oc2ccccc2)nc(-c2ccccc2O)n1 | 1
COc1ccccc1N(CC(=O)NCc1ccco1)S(=O)(=O)c1ccc(C)cc1 | -44
CC1CCc2c(sc3ncnc(SCC(=O)c4ccc(Cl)cc4)c23)C1 (centres undefined) | -30
O=C(CSCCO)Nc1nccs1 | -3&0
CC1CCc2c(C(=O)NCCN3CCOCC3)csc2C1 (centres undefined) | -4
COc1ccc2c(c1)CCc1c(C(=O)Nc3sc4c(c3C#N)CCC4)noc1-2 | -25
COc1ccc(C2CC(=O)C3=C(C2)NC(C)=C(C(=O)Nc2ccc(C)cc2)C3c2cccc(Br)c2)cc1OC (centres undefined) | -3
C/C=C(\C)CN1CCN(c2ccccc2F)CC1 | 0
CC(CC#CCN1CCOCC1)OCCC#N (centres undefined) | -3
Cc1cc(C)c(-c2csc(NC(=O)c3ccc(N4C(=O)CCC4=O)cc3)n2)c(C)c1 | -45
Cc1nc2sc(C(c3ccco3)N3CCC(Cc4ccccc4)CC3)c(O)n2n1 (centres undefined) | -9

6 compounds picked at random from the list so far:
SMILES | 14-3-3 PPI
COc1ccccc1N(CC(=O)NCc1ccco1)S(=O)(=O)c1ccc(C)cc1 | -44
Cc1cc(Oc2ccccc2)nc(-c2ccccc2O)n1 | 1
CC(CC#CCN1CCOCC1)OCCC#N (centres undefined) | -3
COc1ccc2c(c1)CCc1c(C(=O)Nc3sc4c(c3C#N)CCC4)noc1-2 | -25
COc1ccc(C2CC(=O)C3=C(C2)NC(C)=C(C(=O)Nc2ccc(C)cc2)C3c2cccc(Br)c2)cc1OC (centres undefined) | -3
C/C=C(\C)CN1CCN(c2ccccc2F)CC1 | 0

Additional entries
SMILES | 14-3-3 PPI
CCOc1ccccc1-n1c(SCC(=O)Nc2nccs2)nnc1-c1ccoc1C | 2
CCOC(=O)C1=C(C)N=C2SC(CC)C(=O)N2C1c1ccc(C(C)(C)C)cc1 (centres undefined) | 2
CCOC(=O)c1sc2ncn(CC(=O)Nc3ccc(OC)c(Cl)c3)c(=O)c2c1C | 5
O=S(=O)(NCC12CC3CC(CC(C3)C1)C2)c1cccc(S(=O)(=O)c2ccc(Cl)cc2)c1 | -3
COc1cccc(C2C3=C(CCCC3=O)Nc3nc(SCc4ccc([N+](=O)[O-])cc4)[nH]c(=O)c32)c1 (centres undefined) | -19
O=C(c1ccc(F)cc1)N1CCN(C(=O)c2ccco2)CC1 | -1
Cc1c(NC(=O)COc2ccc(C3CCCCC3)cc2)cccc1-c1nc2ncccc2o1 | -21
Clc1ccc(C2C=C(c3cccc(Br)c3)Nc3nnnn32)cc1 (centres undefined) | -7
O=C(Nc1cccc(Cl)c1)c1ccc(F)c(S(=O)(=O)NCc2ccco2)c1 | -7
COc1ccc(CCNC(=O)Cn2nnc(-c3ccc(N4CCOCC4)cc3)n2)cc1OC | -1
CCSc1oc(-c2ccc(F)cc2)nc1S(=O)(=O)c1ccc(Br)cc1 | -9
O=C(CN1C(=O)c2ccccc2S1(=O)=O)NC1CC1 | 1
O=C(CCc1ccccc1)NCCc1nc2ccccc2[nH]1 | -60
CCCC(=O)N1c2ccccc2NC2=C(C(=O)CCC2)C1c1ccccc1 (centres undefined) | -1
COc1ccc(NC(C)c2cc(Cl)ccc2O)cc1 (centres undefined) | -10
O=C(CCn1c(=O)oc2ccccc21)NC1=NCCS1 | -8
CCN(CCCNC(=O)CC(C(=O)N1CCc2ccccc21)n1ccnc1)c1cccc(C)c1 (centres undefined) | -5
C=CCn1c(-c2[nH]c3ccc(OC)cc3c2CC)n[nH]c1=S | 0
COc1cc2c(cc1OC)C(C(=O)N1CCCC(C)C1)C(c1cccs1)N(C)C2=O (centres undefined) | -2
O=C1c2cc3ccccc3c(-c3ccccc3)c2C(=O)N1c1ccccn1 | -7
O=C(c1ccccc1)c1nc2ccccc2[nH]c1=O | 1
Cn1c(=O)n(CC(=O)Nc2ccc(F)cc2)c2ccccc21 | 3
CCN(CC)c1nc2c(c(=O)n(C)c(=O)n2C)n1CC(=O)c1ccc(Br)cc1 | -9
Cc1ccc(N2C(=O)CC(N3CCN(C45CC6CC(CC(C6)C4)C5)CC3)C2=O)c(C)c1 (centres undefined) | -4
Cc1ccc(C2NC(=O)c3ccccc3N2)s1 (centres undefined) | -7
O=C(Nn1c(C2CC2)nc2ccccc2c1=O)c1ccco1 | -9
O=C(CC1Sc2ccccc2NC1=O)NC1CCCCC1 (centres undefined) | 0
COc1cc(OC)cc(C(=O)Nc2ccc(-c3nc4cc(C)ccc4o3)cc2)c1 | -301
CC(C)CCN1CC(C(=O)NCc2ccccc2Cl)CC1=O (centres undefined) | 3
Cc1noc(C)c1COC(=O)Cn1c(C)nc2ccccc21 | 1
CCOc1ccc(NC(=O)c2ccc(Br)o2)cc1 | -15
O=C(c1ccc(F)cc1)N1CCC(O)(c2cccnc2)CC1 | -1
Cc1ccc(NC(=O)c2c(NC(=O)c3ccc(C)cc3)sc3c2CCC3)cc1 | -120
O=C(CCN1C(=O)C2C3C=CC(C3)C2C1=O)Nc1ccccn1 (centres undefined) | -2
COc1ccc(Cl)cc1NC(=O)CNC(=O)Cn1ccc2ccccc2c1=O | -6
CCC(=O)Oc1c(OC)cccc1C1Oc2nc(SC)nnc2-c2ccccc2N1C(=O)CC (centres undefined) | -1
CC1=C(C(=O)Nc2ccccc2)C(c2ccco2)C(C#N)=C(SCc2ccccc2)N1 (centres undefined) | -25
COC(=O)c1ccc(-c2csc(NC(=O)c3ccc(S(=O)(=O)N4CCOCC4)cc3)n2)cc1 | 2
COc1ccc(C(=O)O)cc1N1C(=O)C2C3CCC(C3)C2C1=O (centres undefined) | -5
O=C(C1CCC(CNS(=O)(=O)c2ccccc2)CC1)N1CCc2ccccc2C1 (centres undefined) | -1
COc1ccc(NC(=O)CSc2nc3c(c(=O)n2-c2cc(OC)ccc2OC)SCC3)cc1 | -7
COc1ccc(S(=O)(=O)N2c3ccc(Br)cc3C(C)=CC2(C)C)cc1 | 9
CC(C)C(=O)Nc1c2c(nn1-c1ccc(F)cc1)CS(=O)(=O)C2 | 1
CSCC[C@@H](C(=O)O)N1Cc2ccccc2C1=O | 2
